H9c2 TAG inh – inhibitors of triacylglycerol accumulation | H9c2 cells, Nile Red lipid (TAG) fluorescence; cells loaded with 200 µM oleic acid | inhibition, % at 12.5 µM | actives 0.66% (n = 230,000);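 active means pattern-corrected inhibition of lipid staining of at least 50% with the nuclear-stain viability signal not falling by more than 50%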;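 further: 0% = DMSO wells and 100% = triacsin C control wells; some results filed as inactive read as strong as hits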
H9c2 TAG inh DAPI viability – recorded beside H9c2 TAG inh, whose call it bears; DAPI nuclei signal change (viability), lower = more cytotoxic, %;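 whole-well DAPI fluorescence read on a plate reader as a viability signal; minus 50 percent equals half of cells still viable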
Active calls of the source: *. This is a subset. The share of hits here may be higher or lower than overall.

SMILES	H9c2 TAG inh	H9c2 TAG inh DAPI viability
CCOC(=O)C(C)N(c1ccccc1Cl)S(C)(=O)=O (configuration not stated)	-10	1
COc1cccc(NC(=O)C(C)C)c1	-25	32
COc1ccc(NC(=O)CN2C(=O)NC3(CCCc4ccccc43)C2=O)c(OC)c1 (configuration not stated)	31	-2
CCCCN(C(=O)CSCc1ccc(C)cc1)c1c(N)n(CCC)c(=O)[nH]c1=O	-2	-7
COc1cc(OC)c(NC(=O)Nc2ccc(OC)c(OC)c2)cc1Cl	10	-8
COc1ccc(-c2noc(COc3ccc4ccccc4c3Br)n2)cc1OC	-20	7
O=C(/C=C/c1ccco1)Oc1cccc2cccnc12	16	-3
COc1ccc(NC(=O)CSc2nnc(Cn3c(=O)sc4ccccc43)n2C)c(OC)c1	-6	-1
COc1ccc(-c2ocnc2C(=O)N2CCN(C(c3ccccc3)c3ccccc3)CC2)cc1	-15	3
Cc1cccc2cc3c(NC(=O)C(C)C)nn(C)c3nc12	16	8
CCN1/C(=C\c2ccc3ccccc3[n+]2CC)Sc2cc(C)ccc21	-147	-15
Cc1ccc(C(O)Cn2cc([N+](=O)[O-])nc2C)cc1 (configuration not stated)	-8	4
Cc1[nH]n2c(=O)cc(C(C)(C)C)nc2c1-c1ccccc1	-11	-1
COc1ccc(CNC(=O)c2noc(C)c2[N+](=O)[O-])cc1	-15	15
COc1ccc(CNC(=O)COC(=O)c2cccc(S(=O)(=O)N3CCOCC3)c2)cc1	1	-5
O=C(NCCCN1CCCC1)c1ccc2c(Cl)c3c(nc2c1)CCCC3	19	-8
O=S(=O)(Cc1ccccc1Cl)CC(O)COc1ccccc1Cl (configuration not stated)	-13	5
COC(=O)Cc1c(C)nc2nc(-c3ccccc3)[nH]n2c1=O	-1	-5
CSc1ccc(Cn2c(C)c(C(=O)NCc3ccc(C(C)C)cc3)sc2=O)cc1	-16	-4
O=C(COC(=O)c1ccccc1O)Nc1ccc(OC(F)F)cc1	8	-6
Brc1c(C[n+]2ccccc2)nc2ccccn12	-7	3
Cc1ccc(S(=O)(=O)N(C)CCCC(=O)NC(C)(C)CO)cc1	0	0
CC(C)C[C@H](NC(=O)c1nc[nH]c1C(=O)NCC(=O)OC(C)(C)C)C(=O)OC(C)(C)C	-4	-12
CCOC(=O)N1CCN(C(=O)CSc2nnc(-c3cccc(Cl)c3)o2)CC1	-3	-12
COc1ccccc1NC(=O)NC1CC(=O)N(c2ccc3c(c2)OCCO3)C1 (configuration not stated)	3	-5
COc1cc(/C=N/N=C2/NC(=O)C(CC(=O)O)S2)ccc1OCc1cccc(Cl)c1 (configuration not stated)	-14	6
C=CCn1c(SCC(=O)N(C)C)nc2cc(C(=O)O)ccc2c1=O	-9	-6
C/C=C/C(=O)N1c2ccc(C)cc2C(C)=CC1(C)C	-9	10
Cc1ccc(-n2c(SCC3CCCCO3)nnc2-c2ccco2)cc1 (configuration not stated)	13	-6
O=S1(=O)CCC(N=Cc2ccc(-c3ccc(Cl)cc3)o2)C1 (configuration not stated)	3	-14
Cc1ccc(-n2c(-c3ccc(Cl)cc3)c[n+]3c2CCC3)cc1	-8	-7
CCOC(=O)NN=C1CCC(c2ccccc2)CC1 (configuration not stated)	13	-5
O=C(COC(=O)c1ccccc1O)Nc1cccc(S(=O)(=O)N2CCCC2)c1	-4	-6
O=[N+]([O-])c1ccc(C=NN2CCOCC2)s1	1	-5
CCc1ccc(C(=O)COC(=O)c2cnccn2)cc1	-3	1
CCOc1ccc(NC(=O)CSc2nc3ccsc3c(=O)n2CCCCC(=O)O)cc1	-12	20
N#CC(C#N)=Cc1cccn1-c1ccc(C(=O)O)cc1	3	-7
O[C@@H]1CN(CC2CCCCC2)[C@@H](c2ccc(Cl)cc2)C[C@H]1n1cc(-c2ccc(F)cc2)nn1	5	-6
CCN(C(=O)CSc1ccccn1)C1CCCCC1	-9	-5
Cc1ccc(C(=O)/C=C2\NCC(C)NC2=O)cc1 (configuration not stated)	0	-4
CCCCC(=O)N=c1sc2c(OC)ccc(OC)c2n1C	8	-1
O=C(/C=C/c1ccc(Br)o1)Nc1nccs1	20	-6
Cc1cc(C)c2c(N)c(C(=O)NN3CC(=O)N(c4cccc(Cl)c4)CC3=O)sc2n1	0	4
O=C(CCCOc1ccc(Cl)cc1)Nc1cccc(C(=O)O)c1	12	-4
CCOC(=O)c1sc2nccc(N(C)C)c2c1N=CNOCc1ccccc1	14	-3
COc1ccc(/C(N)=N/OC(=O)c2cccc([N+](=O)[O-])c2C)cc1	-16	-1
Cc1ccc(N(CN2C(=O)c3ccccc3C2=O)C(=O)c2ccc([N+](=O)[O-])cc2[N+](=O)[O-])cc1	9	-5
COc1cccc(CNC(=O)c2ccc(NC(=O)CC3SC(N4CCCC4)=NC3=O)cc2)c1 (configuration not stated)	-12	4
CN(C)S(=O)(=O)c1ccc(Cl)c(C(=O)NNC(=O)Cn2ccc(C(F)(F)F)n2)c1	-17	-6
CC(=O)c1nn(-c2ccc(Br)cc2)cc1C(=O)c1ccco1	9	-11
Cc1csc(-c2cc(C(=O)NCc3cc(C(F)(F)F)cc(C(F)(F)F)c3)n[nH]2)c1	-3	0
O=c1c2ccccc2sn1-c1ccc(Cl)cc1	24	4
Cc1nc(-c2ccc(F)cc2)c(CC(=O)Nc2ccc(C)c(S(=O)(=O)N3CCOCC3)c2)s1	-15	15
O=c1[nH]c(O)c(N=Nc2ccc(Cl)c(S(=O)(=O)Nc3ccccc3Cl)c2)c(=O)[nH]1	2	-4
COC(C[C@@H](O)[C@@H](C)[C@@H](O)COCc1ccccc1)OC	3	-8
COc1cc(/C=C2/NC(=O)N(Cc3ccccc3F)C2=O)cc(OC)c1OC	3	-12
Cc1cccc(NC(=O)c2ccc3c(c2)C(=O)N(c2ccccn2)C3=O)c1C	0	10
Cc1cccc(C(=O)Nc2nnc(-c3cccnc3)o2)c1	5	-4
O=C(CCc1ccc(Oc2cc([N+](=O)[O-])cc([N+](=O)[O-])c2)cc1)N1CCCCC1	6	-7
O=C(CC(NC(=O)c1ccccc1Cl)c1ccccc1)NC1=NCCS1 (configuration not stated)	8	-6

Shown bar-delimited: 24 of the compounds above
Compound | H9c2 TAG inh | H9c2 TAG inh DAPI viability
O=[N+]([O-])c1ccc(C=NN2CCOCC2)s1 | 1 | -5
CCc1ccc(C(=O)COC(=O)c2cnccn2)cc1 | -3 | 1
CCOc1ccc(NC(=O)CSc2nc3ccsc3c(=O)n2CCCCC(=O)O)cc1 | -12 | 20
N#CC(C#N)=Cc1cccn1-c1ccc(C(=O)O)cc1 | 3 | -7
O[C@@H]1CN(CC2CCCCC2)[C@@H](c2ccc(Cl)cc2)C[C@H]1n1cc(-c2ccc(F)cc2)nn1 | 5 | -6
CCN(C(=O)CSc1ccccn1)C1CCCCC1 | -9 | -5
Cc1ccc(C(=O)/C=C2\NCC(C)NC2=O)cc1 (configuration not stated) | 0 | -4
CCCCC(=O)N=c1sc2c(OC)ccc(OC)c2n1C | 8 | -1
O=C(/C=C/c1ccc(Br)o1)Nc1nccs1 | 20 | -6
Cc1cc(C)c2c(N)c(C(=O)NN3CC(=O)N(c4cccc(Cl)c4)CC3=O)sc2n1 | 0 | 4
O=C(CCCOc1ccc(Cl)cc1)Nc1cccc(C(=O)O)c1 | 12 | -4
CCOC(=O)c1sc2nccc(N(C)C)c2c1N=CNOCc1ccccc1 | 14 | -3
COc1ccc(/C(N)=N/OC(=O)c2cccc([N+](=O)[O-])c2C)cc1 | -16 | -1
Cc1ccc(N(CN2C(=O)c3ccccc3C2=O)C(=O)c2ccc([N+](=O)[O-])cc2[N+](=O)[O-])cc1 | 9 | -5
COc1cccc(CNC(=O)c2ccc(NC(=O)CC3SC(N4CCCC4)=NC3=O)cc2)c1 (configuration not stated) | -12 | 4
CN(C)S(=O)(=O)c1ccc(Cl)c(C(=O)NNC(=O)Cn2ccc(C(F)(F)F)n2)c1 | -17 | -6
CC(=O)c1nn(-c2ccc(Br)cc2)cc1C(=O)c1ccco1 | 9 | -11
Cc1csc(-c2cc(C(=O)NCc3cc(C(F)(F)F)cc(C(F)(F)F)c3)n[nH]2)c1 | -3 | 0
O=c1c2ccccc2sn1-c1ccc(Cl)cc1 | 24 | 4
Cc1nc(-c2ccc(F)cc2)c(CC(=O)Nc2ccc(C)c(S(=O)(=O)N3CCOCC3)c2)s1 | -15 | 15
O=c1[nH]c(O)c(N=Nc2ccc(Cl)c(S(=O)(=O)Nc3ccccc3Cl)c2)c(=O)[nH]1 | 2 | -4
COC(C[C@@H](O)[C@@H](C)[C@@H](O)COCc1ccccc1)OC | 3 | -8
COc1cc(/C=C2/NC(=O)N(Cc3ccccc3F)C2=O)cc(OC)c1OC | 3 | -12
Cc1cccc(NC(=O)c2ccc3c(c2)C(=O)N(c2ccccn2)C3=O)c1C | 0 | 10

(next part)
SMILES	H9c2 TAG inh	H9c2 TAG inh DAPI viability
CCOc1cc(/C=C2/COc3ccccc3C2=O)ccc1OCC(=O)N(C)C	11	-23
COc1ccc(NC(=O)N(C)C[C@H]2OCc3cn(nn3)CCCC(=O)N([C@@H](C)CO)C[C@@H]2C)cc1	3	4
CC(=O)c1ccc(NC(=O)C2(c3ccccc3)CCOCC2)cc1	-10	13
N#CC1=C2SCN(Cc3ccccc3)CN2C(=O)CC1c1cccs1 (configuration not stated)	0	-5
CC(OC(=O)CNC(=O)c1ccc(Cl)c(Cl)c1)C(=O)N1CCOCC1 (configuration not stated)	6	-7
Cc1cc(NC(=O)CSc2nnc(C3CC3)n2C)no1	3	4
CCOC(=O)C1=C(c2ccccc2)c2ccc(OC)cc2N(S(=O)(=O)C(F)(F)F)C1C(=O)OCC (configuration not stated)	-7	2
CCCCCc1nnc(NC(=O)Cc2ccc([N+](=O)[O-])cc2)s1	14	6
C[C@H](NS(=O)(=O)c1ccccc1)C(=O)N1CCN(C(c2ccccc2)c2ccccc2)CC1	1	1
Cc1ccc(N=Cc2sc(O)c3ccccc23)c(C)c1	-9	-4
CC(=NCC1CCCO1)C1=C(O)CC(C)(C)CC1=O (configuration not stated)	3	-4
COc1ccc(N2C(=O)c3cccc4cc(Br)cc(c34)C2=O)cc1	-6	5
CCCN(CCC)S(=O)(=O)c1ccc(C(=O)N2CCCc3ccccc32)cc1	8	-14
O=C(Cc1cccs1)NCCc1ccc(F)cc1	3	-4
Cc1ccc(S(=O)(=O)NCCCNC(=O)OCc2ccccc2)cc1	-16	-2
O=C(Cc1ccc([N+](=O)[O-])cc1)NCCc1ccc2c(c1)OCO2	1	5
COC(=O)C1CC2=C(CCCC2=O)N(c2ccccc2)C1=O (configuration not stated)	-4	10
O=C(Nc1ccc(Cl)cc1)OC(CN1CCCCC1)C(F)(F)F (configuration not stated)	-8	-7
COCCCN=C1NN=C(c2cc(C)n(Cc3ccccc3Cl)c2C)CS1	37	-34
O=C(CSCc1ccc(Cl)cc1)N/N=C/c1ccc(Cl)cc1Cl	0	13
CC(O)Cc1cn(CC(=O)N2CCN(C(=O)OC(C)(C)C)CC2)nn1 (configuration not stated)	10	5
COc1ccc(C(CNC(=O)c2ccc(NS(=O)(=O)c3ccc(F)c(C)c3)cc2)N2CCOCC2)cc1 (configuration not stated)	13	-9
Fc1cccc(CNCC2CCCO2)c1 (configuration not stated)	-12	-2
COc1ccc(-c2cc(C(F)(F)F)n3ncc(C(=O)NCc4ccco4)c3n2)cc1	7	12
Cc1ccc(NC(=O)Nc2ccc3c(c2)nnn3C)cc1C	-13	18
COC(=O)C1=C(C(=O)OC)[C@@H]2Nc3ccccc3[C@@]23C[C@@H](C(=O)OC)N=C3N1	-7	-4
CC(C)(CNC(=O)CNC(=O)c1ccc(Cl)cc1Cl)N1CCOCC1	4	0
O=[N+]([O-])c1cccc(C(O)C23CN4CN(CN(C4)C2)C3)c1 (configuration not stated)	16	-3
CN(CC(=O)Nc1cccc(F)c1)C(=O)c1ccc(NC2CC2)c([N+](=O)[O-])c1	0	-5
CC(=O)Nc1ccc(S(=O)(=O)NCCC(=O)NCc2ccncc2)cc1	3	4
O=C(c1cc2ccccc2oc1=O)N1CCN(Cc2ccc3c(c2)OCO3)CC1	14	-6
CC1CCN(S(=O)(=O)c2ccc3c(c2)oc(=O)n3CC(=O)N2c3ccccc3CC2C)CC1 (configuration not stated)	-4	-2
Cc1cccc(NC(=O)CSCC(=O)Nc2ccc(S(=O)(=O)N3CCOCC3)cc2)c1	15	-2
O=C(CN(c1ccc(F)cc1)S(=O)(=O)c1ccccc1)NC1CCCCCC1	-3	-3
CCOc1ccc(C2C3=C(CCCC3=O)OC(N)=C2[N+](=O)[O-])cc1 (configuration not stated)	-1	2
COc1cccc(OC)c1C(=O)Nc1ccc(C)cc1C(=O)c1ccccc1	-40	-2
O=C(NC1CCN(Cc2ccccc2)CC1)c1ccccc1OCc1ccccc1Cl	-12	11
COc1ccc(N2CCN(C(=O)CN3C(=O)c4ccccc4S3(=O)=O)CC2)cc1	23	-13
CCOC(=O)c1c(CSc2ccccc2)oc2cc(Br)c(O)c(CN(C)C)c12	-10	17
O=C(COC(=O)c1cnccn1)Nc1cccc2ccccc12	-14	4
Cc1ccc(NC(=O)c2cc([N+](=O)[O-])ccc2NCc2cccnc2)cc1	23	0
O=C(CCn1c(=S)oc2ccccc21)Nc1cccc(O)c1	-1	-14
C/C(=N\Nc1cc(C)nc(-c2ccccc2O)n1)c1ccccc1	20	36
O=C(COC(=O)c1ccc(S(=O)(=O)NCc2ccco2)cc1)NCc1ccc(F)cc1	-1	6
CC(C)CCc1noc(CN(CC2CCC2)CC2CCCO2)n1 (configuration not stated)	-1	-6
COc1ccc(NC(=O)CSc2ccccc2)cc1S(=O)(=O)N1CCOCC1	2	-8
Cc1ccccc1NC(=O)c1c(-c2ccccc2)noc1C	-9	4
Cc1sc2nc(SCC(=O)NCc3ccco3)n(CCc3ccccc3)c(=O)c2c1C	11	5
COc1ccc(C(C)=O)cc1CN1C(=O)NC2(CCCCC2)C1=O	2	0
Cc1nn(-c2ccccc2)c(C)c1/C=C1\C(=O)N(C)C(=S)N1C	-4	-8
CCc1ccc(N(CC(=O)Nc2ccc(OC)cc2OC)S(C)(=O)=O)cc1	-5	1

Source: PubChem BioAssay (Sanford-Burnham Center for Chemical Genomics)
